Compound activity as filed in PubChem.
Chronic BCR inh: inhibitors of chronic active B-cell receptor signaling | Potency, µM (highest dose often 46.1 µM), for the others: at the top dose ratio change, negative = lower green/red ratio, actives largely listed as inhibitors | ABC-DLBCL IkBa-CBG/CBR reporter, luminescence ratio, 4 h | 340,000 compounds, 0.05% hits | AID 493014; active = well fitted inhibition curve with a large enough effect in the signal ratio, with a control signal flat, not every such curve was filed as active; inconclusive = small, poorly fitted or top-dose-only effect, or effect the other way, or a change in a side signal; the % refers to the signal ratio;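 also: potency is read from the fitted curve at half-maximal effect; plate controls were basal doxycycline-induced cells for no effect and cells given 10 µM MG132 for full effect; MG132 reads +100%, hits lower the ratio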
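TMD8 human ABC-DLBCL cells with doxycycline-inducible IκBα–green luciferase fusion and unfused red luciferase, in 0.5% FBS medium; compounds up to 46 uM, 4 h at 37C. Green/red luminescence ratio, filter-overlap corrected, fitted to concentration-response curves.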
B2AR arrestin: agonists driving beta-arrestin recruitment to human beta2-adrenergic receptor | 330,000 compounds, 0.02% hits | Potency, µM (top dose mostly 46.1 µM), for inactives: at the highest dose activation, actives largely listed as activators | AID 492947 | P07550 | beta-arrestin recruitment to beta2AR, cell-based reporter;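 also: potency is read from the fitted curve at half-maximal effect; 0% = DMSO controls and full agonism = EC100 isoproterenol or metaproterenol; nearly all actives have a fitted effect of over 65% in size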
GALK inh: galactokinase (human) inhibition. P51570. Purified GALK, Kinase-Glo residual ATP luminescence. Potency, µM (top dose mostly 57.5 µM), for inactives: at the top dose activity change, negative = inhibition, most hits filed as inhibitors. 270,000 compounds, 0.007% hits; also: potency is read from the fitted curve at half-maximal effect; % is scaled to controls: 0 for no effect and ±100 for the full control effect
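Luminescence from leftover ATP (Ultra-Glo luciferase/luciferin) served as read-out after a 1 h room-temperature reaction of 5 nM GALK with 35 uM ATP and 100 uM galactose.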
Menin-MLL TR inh: displaces Texas Red mutant MLL peptide from human menin. Potency, µM (highest dose often 61.6 µM), for inactives: at the highest dose FP activity change, negative = inhibition, most hits filed as inhibitors. Menin + Texas Red MLL mutant peptide, fluorescence polarization. 270,000 compounds, 0.23% hits. O00255; active = well fitted inhibition curve with a large enough effect in the polarisation, with a control signal flat, not every such curve was filed as active; inconclusive = small, poorly fitted or top-dose-only effect, or effect the other way, or a change in a side signal; inactive = no such curve, though single readings can be large or run the other way; the % refers to the polarisation; also: potency is read from the fitted curve at half-maximal effect; % of control where 0% means no effect; many of its hits are not listed in these tables
Coupling enz: inhibits coupling enzyme system, counter-screen for aldolase hits; coupling enzyme system counterscreen, AmpLite Red fluorescence; AID 2472; 290,000 compounds, 0.67% hits; activity change, negative = inhibition, % at 58.2 µM, hits read low; in the data active = activity change below about -30%; also: % is scaled to controls: 0 for no effect and ±100 for the full control effect
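Fluorescence at 525 nm excitation and 598 nm emission measured inhibition of the coupled detection system without aldolase. Compounds (at 57.5 uM final) were preincubated 10 min at room temperature with coupling enzyme reagent before a 20 min substrate/AmpLite Red step.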
Tb PFK block: inhibitors of T. brucei phosphofructokinase | Potency, µM (top dose mostly 57.5 µM), for the others: top-dose activity, negative = inhibition, actives largely listed as inhibitors | AID 485367 | T. brucei PFK, ADP-Glo luminescence | 330,000 compounds, 0.17% hits;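 also: potency is read from the fitted curve at half-maximal effect; 0% = uninhibited 1x PFK enzyme wells and -100% = no-enzyme wells; nearly all actives have a fitted effect of over 60% in size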
Target sequence (O15648 whole entry, looked up): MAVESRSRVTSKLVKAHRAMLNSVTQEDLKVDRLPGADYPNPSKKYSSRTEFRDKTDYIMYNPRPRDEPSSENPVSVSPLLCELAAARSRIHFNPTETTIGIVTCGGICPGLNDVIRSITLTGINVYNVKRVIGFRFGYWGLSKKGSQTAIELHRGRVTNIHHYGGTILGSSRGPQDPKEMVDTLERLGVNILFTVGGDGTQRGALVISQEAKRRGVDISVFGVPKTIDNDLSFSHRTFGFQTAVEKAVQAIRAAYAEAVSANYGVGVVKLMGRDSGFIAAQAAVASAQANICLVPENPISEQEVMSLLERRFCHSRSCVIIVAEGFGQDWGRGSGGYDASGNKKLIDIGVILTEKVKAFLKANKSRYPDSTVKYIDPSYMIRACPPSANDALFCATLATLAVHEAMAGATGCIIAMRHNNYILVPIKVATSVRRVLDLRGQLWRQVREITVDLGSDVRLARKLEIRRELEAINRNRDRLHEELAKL
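In TEA buffer at pH 8.0 with 5 mM MgCl2, enzyme (1.25 nM) converted F6P (0.5 mM) and ATP (0.1 mM) for 45 min at room temperature. ADP product was read by luciferase luminescence.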
PTAP TSG101 blk: blocks PTAP/TSG101 interaction to inhibit HIV-1 budding | Potency, µM (doses to about 115 µM), without a hit: top-dose activity change, negative = inhibition, hits mostly inhibitors | Fluorescence polarization, FITC-PTAP peptide / Tsg101 binding | AID 493005 | 340,000 tested, under 10 active | Q99816; active = well fitted inhibition curve with a large enough effect in the main read-out, with a control signal flat, not every such curve was filed as active; inconclusive = small, poorly fitted or top-dose-only effect, or effect the other way, or a change in a side signal; inactive = no such curve, though single readings can be large or run the other way; also: potency is read from the fitted curve at half-maximal effect; % of control where 0% means no effect
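Fluorescence anisotropy tracks displacement of a FITC-tagged PTAP peptide (50 nM) from the Tsg101 binding domain (10 uM), following a 20 min room-temperature incubation at pH 7.5.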
PKM2 act: increases activity of human pyruvate kinase M2; P14618; purified PKM2, Kinase-Glo ATP luminescence, activation; response scale: 0% is enzyme alone, no compound; Potency, µM (titrated, usually from 57.5 µM), for inactives: at the highest dose activation, actives largely listed as activators; 260,000 compounds, 0.34% hits; also: potency is read from the fitted curve at half-maximal effect; % is scaled to controls: 0 for no effect and ±100 for the full control effect; nearly all actives have a fitted effect of over 55% in size
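Purified hPK-M2 (>95%) run at intermediate activity with 0.1 mM ADP and 0.5 mM PEP in 50 mM imidazole pH 7.2, KCl, MgCl2; 1 h room temperature. ATP formed read by Kinase-Glo luminescence; normalized to uninhibited and no-enzyme controls.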
Giardia kill: kills Giardia lamblia; Giardia lamblia trophozoite viability; activity change, % at 7.66 µM, hits read low; 340,000 compounds, 0.15% hits; AID 540267; in the data active = activity change below about -80%; inconclusive = between about -30% and that limit;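 also: parasites exposed to compound for two days anaerobically before the ATP read; % is scaled to controls: 0 for no effect and ±100 for the full control effect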
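Compounds were tested on trophozoites seeded at 100 cells/well and held 48 hrs at 37 deg C anaerobically. An ATP-based luminescent kit measured the remaining live cells.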
S-ASM inh: inhibitors of human secretory acid sphingomyelinase; P17405; placental ASM, HMU-PC fluorogenic substrate, 60 min; Potency, µM (titrated, usually from 57.5 µM), for the others: at the highest dose activity change, negative = inhibition, usual class: inhibitors; 340,000 compounds, 0.006% hits; AID 504937; also: potency is read from the fitted curve at half-maximal effect
Target sequence (P17405 47-631 limits assumed): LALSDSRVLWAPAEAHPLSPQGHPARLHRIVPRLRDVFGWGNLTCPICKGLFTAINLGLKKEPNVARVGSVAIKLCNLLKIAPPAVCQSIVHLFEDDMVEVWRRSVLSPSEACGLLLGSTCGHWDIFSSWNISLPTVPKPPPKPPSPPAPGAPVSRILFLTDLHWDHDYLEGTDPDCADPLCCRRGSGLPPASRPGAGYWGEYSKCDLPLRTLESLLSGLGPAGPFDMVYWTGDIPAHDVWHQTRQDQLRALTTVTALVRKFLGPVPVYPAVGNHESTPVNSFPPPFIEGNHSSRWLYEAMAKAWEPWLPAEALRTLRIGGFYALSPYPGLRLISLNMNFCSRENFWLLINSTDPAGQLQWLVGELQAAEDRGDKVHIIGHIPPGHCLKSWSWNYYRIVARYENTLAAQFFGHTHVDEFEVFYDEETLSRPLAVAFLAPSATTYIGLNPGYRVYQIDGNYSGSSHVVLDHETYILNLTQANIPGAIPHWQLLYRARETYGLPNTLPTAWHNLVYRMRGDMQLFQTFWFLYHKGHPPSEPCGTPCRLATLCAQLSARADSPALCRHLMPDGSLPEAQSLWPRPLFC
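Fluorogenic HMU-PC substrate (9 uM final) is turned over by placental ASM in 60 min at 37 C after a 10 min compound preincubation. Reaction ended by alkaline stop (pH 10), with fluorescence read at 386/447 nm.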
a7 integrin act: integrin-mediated muscular dystrophy alleviation activation | alpha7betagal myoblasts, beta-gal FDG fluorescence, 48 h | Potency, µM (top dose mostly 38.3 µM), without a hit: at the highest dose activation, most hits filed as activators | 350,000 compounds, 0.064% hits;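 also: potency is read from the fitted curve at half-maximal effect; 100% = response of the positive control SU9516; nearly all actives have a fitted effect of over 60% in size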
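Alpha7betagal+/- myoblasts (passage 13) were plated 16-24 hr, then exposed to compounds (1:260 dilution of DMSO stock) for 48 hours at 37C. After MPER lysis, β-galactosidase reporter activity was read as FDG fluorescence (ex 480/em 540) after 30 minutes.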
Starred values were filed as active, the others as inactive; ? = inconclusive; nt = no result given; [ ] = dose if it differs, or a comment. Unless noted, calls follow the shape of the dose curve; as a rule, active = well fitted curve in the direction sought with a large enough effect; inconclusive = small, poorly fitted or top-dose-only effect, or another doubt; inactive = no such curve, though single readings can be large; an effect the other way counts as inactive or inconclusive. Not all compounds are listed. The share of hits here may be higher or lower than overall.

SMILES	Chronic BCR inh	B2AR arrestin	GALK inh	Menin-MLL TR inh	Coupling enz	Tb PFK block	PTAP TSG101 blk	PKM2 act	Giardia kill	S-ASM inh	a7 integrin act
COC(=O)c1ccccc1NC(=O)Cn1nnc(-c2ccc3c(c2)OCO3)n1	13%	-0.5%	2%	?	0	1%	-1%	-2%	-11	-6%	5%
COC(=O)C1=C(C)N(c2cccc3ccccc23)C(=O)C1	?	0.1%	0%	-8%	-11	18%	-8%	17%	-1	-2%	-51%[inhibitor]
Cc1ccc(-c2nnn(CC(=O)NCCc3ccc4c(c3)OCO4)n2)cc1	-4%	-0.4%	12%	16%	3	-2%	-1%	1%	?	0%	6%
COc1ccc(NC(=O)C(C)NS(=O)(=O)c2ccccc2)cc1Cl (centres undefined)	-3%	-0.1%	0%	14%	1	0%	-3%	-1%	4	3%	-3%
C[C@H](CO)N1C[C@H](C)[C@@H](CN(C)S(=O)(=O)c2ccc(F)cc2)Oc2ccc(NC(=O)CCC(F)(F)F)cc2C1=O	2%	-0.2%	nt	nt	nt	3%	0%	nt	-19	-2%	14%
Cc1nnc(SCC(=O)NCc2ccc3c(c2)OCO3)n1C	0%	-0.7%	-2%	9%	0	1%	-2%	-1%	-5	9%	26%
O=S(=O)(Nc1ccc2c(c1)nc1n2CCOC1)c1ccc(Cl)cc1	-23%	-0.2%	-3%	6%	1	8%	-5%	13%	3	2%	1%
O=C(/C=C/c1ccccc1)OCC(=O)N1CCN(c2ccccc2)CC1	2%	0.1%	nt	nt	nt	-6%	0%	nt	14	0%	-9%
N#CCCN(C(=O)COC(=O)Cc1ccc(Br)cc1)c1ccccc1	9%	0.2%	8%	-20%	4	-7%	-5%	-4%	8	5%	23%
O=C(Nc1nnc(S(=O)(=O)N2CCCCCC2)s1)c1ccccc1Cl	24%	0.4%	nt	?	-1	0%	-4%	-4%	5	-1%	-30%
CCCCc1ncc(CN2CCC(n3nccc3NC(=O)c3ccccc3OC)CC2)[nH]1	0%	0.1%	-2%	-27%	-2	1%	-2%	-18%[0.46 µM]	-6	2%	-25%
Cc1cc(C)c(N(C(=O)c2csnn2)C(C(=O)NC(C)(C)C)c2ccncc2)c(C)c1 (centres undefined)	1%	0.2%	2%	1%	0	2%	-7%	3%	-16	-6%	-3%
Cc1ccc(C)c(NC(=O)c2ccc(S(=O)(=O)C(F)F)cc2)c1	-20%	-0.1%	-4%	-12%	-1	-3%	-2%	-18%	3	4%	1%
CC(C)(C)NC(=O)COC(=O)c1ccc(S(=O)(=O)N2CCCC2)cc1	1%	0.0%	13%	17%	0	-5%	-2%	-4%	-11	1%	1%
Cc1nn(-c2nc3ccccc3[nH]2)c(=O)c2ccccc12	?	0.0%	?	-22%	-2	?	-1%	-72%	-97*	35%	-21%
CC(C)OC(=O)CSc1nnc(-c2ccccc2)n1N	?	-0.2%	-2%	nt	-2	1%	-4%	1%	0	2%	2%
CN1CCN(S(=O)(=O)c2cccc(C(=O)N(C)CC(=O)Nc3ccc(F)c(F)c3F)c2)CC1	-1%	0.1%	nt	nt	nt	-1%	-1%	nt	18	-3%	1%
CC(C)c1nnc(NC(=O)Cn2nc(-c3ccc4c(c3)OCCO4)ccc2=O)s1	-1%	0.0%	0%	5%	0	-2%	-5%	-7%	24	5%	-4%[7.66 µM]
CC(C)[C@H](NS(=O)(=O)c1ccc2c(c1)OCCO2)C(=O)OCC(=O)Nc1ccccc1Cl	-10%	-0.9%	1%	4%	2	0%	1%	4%	1	1%	-5%
O=C(O)CCN1CCc2ccccc21	5%	-0.7%	7%	1%	0	-1%	-8%	-1%	7	4%	-16%
CC1CCc2sc3ncnc(N4CCOCC4)c3c2C1 (centres undefined)	?	-0.2%	-3%	-11%	1	4%	-2%	4%	22	3%	?
Brc1ccccc1-c1nnc(CSc2nncn2-c2ccccc2)o1	-1%	0.4%	-1%	-7%	-2	2%	-4%	-1%	-2	-3%	-9%
C#CCN(C#N)c1nc(NCC)nc(NC(C)C)n1	4%	0.2%	-1%	-12%	0	-2%	nt	9%	-12	2%	-14%
CC(=O)C1C(c2ccc(C)cc2)c2c(noc2C)CC1(C)O (centres undefined)	-1%	-0.1%	0%	-13%	-16	1%	3%	9%	-9	3%	?
COc1ccc(S(=O)(=O)Nc2cc(C)ccn2)cc1	-3%	0.0%	-2%	-2%	0	0%	-10%	1%	-23	1%	-7%

As a short view, part of the list above.
SMILES	Chronic BCR inh	B2AR arrestin	GALK inh	Menin-MLL TR inh	Coupling enz	Tb PFK block	PTAP TSG101 blk	PKM2 act	Giardia kill	S-ASM inh	a7 integrin act
COC(=O)c1ccccc1NC(=O)Cn1nnc(-c2ccc3c(c2)OCO3)n1	13%	-0.5%	2%	?	0	1%	-1%	-2%	-11	-6%	5%
COC(=O)C1=C(C)N(c2cccc3ccccc23)C(=O)C1	?	0.1%	0%	-8%	-11	18%	-8%	17%	-1	-2%	-51%[inhibitor]
Cc1ccc(-c2nnn(CC(=O)NCCc3ccc4c(c3)OCO4)n2)cc1	-4%	-0.4%	12%	16%	3	-2%	-1%	1%	?	0%	6%
COc1ccc(NC(=O)C(C)NS(=O)(=O)c2ccccc2)cc1Cl (centres undefined)	-3%	-0.1%	0%	14%	1	0%	-3%	-1%	4	3%	-3%
C[C@H](CO)N1C[C@H](C)[C@@H](CN(C)S(=O)(=O)c2ccc(F)cc2)Oc2ccc(NC(=O)CCC(F)(F)F)cc2C1=O	2%	-0.2%	nt	nt	nt	3%	0%	nt	-19	-2%	14%
Cc1nnc(SCC(=O)NCc2ccc3c(c2)OCO3)n1C	0%	-0.7%	-2%	9%	0	1%	-2%	-1%	-5	9%	26%
O=S(=O)(Nc1ccc2c(c1)nc1n2CCOC1)c1ccc(Cl)cc1	-23%	-0.2%	-3%	6%	1	8%	-5%	13%	3	2%	1%

Carrying on:
SMILES	Chronic BCR inh	B2AR arrestin	GALK inh	Menin-MLL TR inh	Coupling enz	Tb PFK block	PTAP TSG101 blk	PKM2 act	Giardia kill	S-ASM inh	a7 integrin act
O=C1c2ccc(Oc3ccc([N+](=O)[O-])cc3)cc2C(=O)N1CCO	0%	-0.6%	1%	-3%	0	6%	-4%	nt	-3	-1%	17%
Cc1cccc(N2CCN(C(=O)Cn3c(=O)[nH]c4ccsc4c3=O)CC2C)c1 (centres undefined)	?	-0.7%	0%	0%	5	-4%	-5%	1%	2	0%	22%
COC(=O)c1sc(SC)c(S(=O)(=O)C(C)C)c1N/N=C(\C#N)C(=O)c1ccccc1	16%	-1.0%	4%	nt	16	-1%	-5%	3%	-8	-5%	11%
CCOC(=O)C1CCCN(c2cc(=O)n(C3CCCCC3)c(=O)[nH]2)C1 (centres undefined)	14%	0.1%	-2%	-18%	2	-8%	-8%	-3%	16	-1%	-11%
O=C(Nc1ccnc(-c2ccncc2)n1)c1ccc(F)cc1	0%	-0.1%	-1%	9%	0	-7%	-2%	-6%	15	3%	5%
COc1cc(/C=C/C(=O)OCC(=O)N2CCCC2)cc(OC)c1OC	-3%	-0.1%	nt	nt	nt	0%	-1%	nt	3	7%	-11%
O=C(CCn1c(=O)oc2ccccc21)NCCN1CCOCC1	3%	-0.6%	1%	nt	0	2%	0%	2%	3	2%	23%
O=C(c1ccco1)N1CCN(C(=O)c2cc3c(s2)-c2ccccc2OC3)CC1	?	-0.8%	-1%	-8%	-1	-1%	-5%	17%	-5	434%[activator]	5%
COCC1CCN(Cc2cn[nH]c2-c2ccc(OC)cc2F)C1 (centres undefined)	-4%	0.1%	0%	-18%	0	3%	0%	10%	-29	9%	0%
O=C(Nc1ccccc1C(=O)N/N=C/c1ccco1)c1ccccc1	6%	-0.7%	4%	3%	1	-5%	-1%	-39%	4	0%	-14%
CC1CCCCC1NC(=O)CCNC(=O)N1CC(=O)Nc2ccccc21 (centres undefined)	-3%	-0.2%	-1%	3%	1	0%	2%	nt	7	3%	-1%
O=C(COC(=O)c1ccccc1NC(=O)c1ccco1)NC1CCCCC1	-22%	0.2%	-2%	nt	5	-18%	0%	-12%	-29	-2%	8%
